TMEM16A act: activators or potentiators of mouse TMEM16A chloride channel; Q8BHY3; 0.3% of 340,000 active; B-score at 10 µM; AID 623877; HEK293 TMEM16A/YFP-H148Q/I152L, iodide quench fluorescence; hits give low values;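 active means fluorescence-ratio B-score plate-corrected deviation score at least 3 library SD below zero, with starting fluorescence score within 5 deviations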;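 further: channel opened by trigger with iodide after compound preincubation; score built on the fluorescence ratio of max minus min over baseline; more negative score means more quench and so TMEM16A activation or potentiation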
SKKanGAS inh: blocks kanamycin growth of S. pyogenes SKKanGAS strain | AID 1662 | 1.3% of 300,000 active | inhibition, % at 7.5 µM | BacTiter-Glo, 6 h;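 active means mean replicate score, as percent of positive control median, at least 50; inconclusive means mean below 50 but one replicate at or above 50; inactive means mean and every replicate below 50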;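 further: strain carries kanamycin resistance gene driven by streptokinase promoter and grows in 40 µg/ml kanamycin; loss of luminescence reflects streptokinase promoter inhibition or plain growth inhibition; 0% = median of DMSO wells and 100% = positive control at its reference dose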
KCNK3 inh: human KCNK3 channel inhibition, primary screen. B-score at 10 µM. AID 602410. O14649. 0.84% of 340,000 active. CHO-KCNK3 thallium flux, FluxOR fluorescence; hits give low values;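 active means B-score under library mean minus 4 SD, starting fluorescence ratio at most library mean plus 5 SD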;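 further: more negative B-score means stronger inhibition of thallium flux through KCNK3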
KCNK9 inh: human KCNK9 channel inhibition | 1.2% of 310,000 active | B-score at 10 µM | AID 488922 | Q9NPC2 | HEK293 KCNK9, FluxOR thallium flux fluorescence; hits give low values;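 active means ratio B-score over 3 SD below the library mean, with starting fluorescence within 5 SD of its mean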;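 further: negative B-score means less thallium flux so channel inhibition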
RGS4 inh: human RGS4 inhibition | P49798 | HEK293 M3R/RGS4 inducible, Fluo-4 calcium flux; hits give high values; triggered by carbachol at its EC20 | B-score at 10 µM | 0.45% of 310,000 active;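 active means B-score, a plate-corrected calcium signal, over three deviations above library mean, with baseline fluorescence within five deviations of library mean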;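 further: RGS4 expression induced by doxycycline in cells with stable M3 receptor; B-score is computed from the integrated fluorescence ratio over baseline after carbachol; higher B-score means a larger calcium signal and so more RGS4 inhibition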
KCNQ1 block: inhibitors of human KCNQ1 potassium channel. CHO-K1 KCNQ1, FluxOR thallium flux fluorescence; hits give high values. B-score at 10 µM. AID 2642. P51787. 1.3% of 310,000 active;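 active means compounds whose thallium flux B-score, printed positive for inhibition, exceeds three library SD while starting fluorescence stays within three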;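 further: channel opened by potassium depolarization with thallium stimulus after 20 min compound exposure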
hERG rescue: hERG (human) protection from proarrhythmic block | activation (rescue from dofetilide block), less the hit threshold, % at 10 µM | 0.51% of 310,000 active | CHO-hERG, FluxOR thallium flux, dofetilide IC70 present | AID 1511 | Q12809;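 active means activation above the mean of controls blocked by dofetilide plus 5 SD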;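 further: thallium influx through hERG after potassium depolarization seen as dye fluorescence rise; in these data hits start at about 4.7%; inactives centre near -7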
Target sequence (Q12809 whole entry, looked up): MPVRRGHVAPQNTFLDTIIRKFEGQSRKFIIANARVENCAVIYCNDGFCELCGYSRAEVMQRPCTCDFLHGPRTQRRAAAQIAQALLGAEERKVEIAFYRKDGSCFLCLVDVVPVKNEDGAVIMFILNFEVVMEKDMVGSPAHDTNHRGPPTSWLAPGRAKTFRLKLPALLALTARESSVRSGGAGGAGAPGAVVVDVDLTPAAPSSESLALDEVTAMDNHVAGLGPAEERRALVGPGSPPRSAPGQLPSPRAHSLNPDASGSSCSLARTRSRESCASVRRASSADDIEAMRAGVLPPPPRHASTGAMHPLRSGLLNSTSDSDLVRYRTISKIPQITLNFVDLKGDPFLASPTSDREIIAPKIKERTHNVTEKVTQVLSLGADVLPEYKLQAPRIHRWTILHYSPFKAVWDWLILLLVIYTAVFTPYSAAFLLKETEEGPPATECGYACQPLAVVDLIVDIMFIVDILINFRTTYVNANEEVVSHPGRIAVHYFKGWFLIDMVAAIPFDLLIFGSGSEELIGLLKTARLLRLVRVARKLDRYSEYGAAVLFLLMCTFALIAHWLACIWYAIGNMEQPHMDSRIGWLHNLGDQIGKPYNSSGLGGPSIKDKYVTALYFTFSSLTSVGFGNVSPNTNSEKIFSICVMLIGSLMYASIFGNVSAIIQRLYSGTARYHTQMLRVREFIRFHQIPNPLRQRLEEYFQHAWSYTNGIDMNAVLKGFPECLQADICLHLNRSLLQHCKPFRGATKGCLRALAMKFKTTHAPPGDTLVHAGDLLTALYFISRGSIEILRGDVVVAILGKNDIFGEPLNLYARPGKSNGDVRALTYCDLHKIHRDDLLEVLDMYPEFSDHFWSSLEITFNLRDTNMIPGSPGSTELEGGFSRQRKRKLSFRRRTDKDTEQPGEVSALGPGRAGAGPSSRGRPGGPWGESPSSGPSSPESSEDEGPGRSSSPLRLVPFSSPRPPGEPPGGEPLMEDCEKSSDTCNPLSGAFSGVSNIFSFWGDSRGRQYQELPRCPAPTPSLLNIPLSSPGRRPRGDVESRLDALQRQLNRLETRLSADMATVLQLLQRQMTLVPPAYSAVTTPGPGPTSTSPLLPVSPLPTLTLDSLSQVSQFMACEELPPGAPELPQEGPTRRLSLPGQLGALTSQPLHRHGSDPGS
HDAC3 inh: human HDAC3 inhibition. O15379. recombinant HDAC3, fluorogenic peptide/trypsin coupled, fluorescence. inhibition, % at 8.3 µM. 0.15% of 320,000 active. AID 2718; in the data active means inhibition above about 26%, passing the limit was not always enough; inconclusive means no clear call, values can overlap the other calls
KCNQ1 act: potentiators or activators of human KCNQ1 potassium channel | P51787 | CHO-K1 KCNQ1, thallium flux FluxOR fluorescence; hits give high values | B-score at 10 µM | 0.35% of 310,000 active;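 active means fluorescence ratio B-score, a plate-corrected score, at least three library SD, with initial intensity B-score within 5 SD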
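assay system = KCNQ1-transfected CHO-K1 cells | medium = assay buffer with matched DMSO | probe or stimulus = depolarizing K+/Tl+ stimulus, K2SO4 and Tl2SO4 each 12.5 mM in 5x stock | dosing = single dose | incubation = dye 90 min, compound 20 min, room temperature | detection = kinetic FluxOR fluorescence, 10 s baseline plus 110 s post-stimulus | evaluation = ratio B score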
RGS4 pot: potentiators or activators of RGS4; HEK293 M3R/inducible RGS4, carbachol calcium flux Fluo4; hits give low values; B-score at 10 µM; 0.92% of 310,000 active;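 active means B-score of the integrated calcium signal more than 4 SD below the library mean, with starting fluorescence not abnormally high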;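 further: negative B-score means reduced calcium response which marks RGS4 activation or potentiation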
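test system = M3R-expressing HEK293 line, RGS4 induced by doxycycline | probe or stimulus = carbachol at ECmax as muscarinic agonist stimulus | timing = dye loading 30 min 37 °C, buffer rest 30 min RT | signal = calcium dye Fluo4 fluorescence | evaluation = B score from integrated fluorescence ratio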
ANO1 block: mouse TMEM16A channel inhibition, primary screen; AID 588511; normalized B-score (activity score, 25-100; higher = stronger inhibition) at 10 µM; HEK293 TMEM16A/YFP iodide influx fluorescence, ionomycin; 1.2% of 310,000 active; Q8BHY3;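 active means ratio plate-corrected score three or more library SD toward inhibition, starting fluorescence score within five deviations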;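 further: score derived from kinetic fluorescence span divided by baseline fluorescence per well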
* hit, by the source's call; i = inactive; ? = inconclusive; / = not tested or not shown.

SMILES	TMEM16A act	SKKanGAS inh	KCNK3 inh	KCNK9 inh	RGS4 inh	KCNQ1 block	hERG rescue	HDAC3 inh	KCNQ1 act	RGS4 pot	ANO1 block
CCN(CC)CCNC(=O)c1cc2c(-c3cccc(OC)c3)nn(C)c2s1	i	-3	i	i	i	i	-6	-29	i	i	i
COc1ccccc1C(=O)Nc1nnc(S(=O)(=O)N2CCN(c3ccc(F)cc3)CC2)s1	i	54*	i	i	i	i	-6	1	i	i	i
CCn1c(Cc2c(C)[nH]c3ccccc23)nnc1SCC(=O)NCc1ccccc1	i	1	i	i	i	i	-25	13	i	i	i
CC1CN(S(=O)(=O)c2ccc(C(=O)Nc3nnc(-c4ccccn4)o3)cc2)CC(C)O1 (stereo not drawn)	i	12	i	i	i	i	-8	5	i	i	i
CC1CC(C)CN(S(=O)(=O)c2cc3c(cc2Cl)NC(=O)CO3)C1 (stereo not drawn)	i	-1	i	i	i	i	-9	1	i	i	i
O=C(NC1CCCC1)C1CCN(C(=O)c2ccccc2Cl)CC1	i	0	i	i	i	i	-1	1	i	i	i
O=C(CCCCCn1c(=S)[nH]c2cc3c(cc2c1=O)OCO3)N1CCN(C(=O)c2ccco2)CC1	i	2	i	i	i	i	-9	1	i	i	i
CN(Cc1ccccc1F)C(=O)c1ccc(Oc2ccccc2)cc1	i	3	i	i	i	i	-14	6	i	i	i
O=c1[nH]ncn1-c1cccc(C(F)(F)F)c1	i	1	i	i	i	i	-1	3	i	i	i
COc1cc(/C=N/Nc2cc(C)nc(NS(=O)(=O)c3ccccc3)n2)ccc1O	i	-2	i	i	i	i	-9	4	i	i	i
O=C(Nc1ccc(Cc2ccncc2)cc1)c1ccc(N2CCOCC2)c([N+](=O)[O-])c1	i	1	i	i	i	i	-11	9	i	i	i
COc1cc([N+](=O)[O-])ccc1NC(=O)CCCOc1cccc(C)c1C	i	4	i	i	i	i	-11	2	i	i	i
COC(=O)CSc1nsc(SCC(=O)OC)c1C#N	i	1	i	i	i	i	-1	8	i	i	i
COC(=O)Cc1c(C)c2ccc(OCC(=O)N(C)C3CCS(=O)(=O)C3)cc2oc1=O (stereo not drawn)	i	2	i	i	i	i	-4	-60	i	i	i
CCc1cc2c(=O)n(CC)c(SC(C)C(=O)Nc3c(C)n(C)n(-c4ccccc4)c3=O)nc2s1 (stereo not drawn)	i	4	i	i	i	i	-6	9	i	i	i
Cc1c(C(=O)Nc2cccc3cccnc23)oc2ccccc12	i	10	i	i	i	i	-5	-8	i	i	i
Cc1c(CCC(=O)O)c(=O)oc2cc3oc4c(c3cc12)CCCC4	i	14	i	i	i	i	-7	/	i	i	i
Cc1cc(OCCCC(=O)NC2=NCCS2)ccc1Cl	i	2	i	i	i	i	-6	6	i	i	i
O=C(O)c1cc(-c2ccc3c(c2)OCO3)nc2ccccc12	i	9	i	i	i	i	-8	-7	i	i	i
Cc1c(NC(=O)COC(=O)C2(c3ccc(F)cc3)CCCC2)c(=O)n(-c2ccccc2)n1C	i	3	i	i	i	i	-5	0	i	i	i
Cc1ccc(S(=O)(=O)NCC(=O)OC(C)C(=O)c2ccccc2)cc1 (stereo not drawn)	i	0	i	i	i	i	-9	-4	i	i	i
CCN(CC(=O)Nc1cc(Cl)ccc1C)C(=O)CN1C(=O)NC2(CCCC2)C1=O	i	9	i	i	i	i	-17	-8	i	i	i
COc1cccc2c(=O)n(CC(=O)Nc3ccccc3)ccc12	i	-6	i	i	i	i	0	3	i	i	i
CCCN1C(=O)c2ccc(C(=O)Nc3cc(C)ccc3O)cc2C1=O	i	2	i	i	i	i	-4	-1	i	i	i
COc1ccccc1CCNC(=O)C(=O)NCC1OCCCN1S(=O)(=O)c1ccc(F)cc1C (stereo not drawn)	i	14	i	i	i	i	-14	1	i	i	i
C/C(CCC(C)C)=N\NC(=S)Nc1cc(S(=O)(=O)N2CCOCC2)ccc1N1CCOCC1	i	2	i	i	i	i	-4	5	i	i	i
S=c1[nH]nc(-c2ccccn2)n1/N=C/c1ccc(Cl)cc1	i	2	i	i	i	i	-9	4	i	i	i
Cc1ccc(C)c(OCCOCCN2CC(C)OC(C)C2)c1C (stereo not drawn)	i	7	i	i	i	i	-7	2	i	i	i
Cc1noc(C(=O)N2CCN(c3ccccc3)CC2)c1Cl	i	-7	i	i	i	i	-6	4	i	i	i
Cc1ccc2cc(CCNC(=O)C(=O)c3c[nH]c4ccccc34)c(=O)[nH]c2c1	i	4	i	i	i	i	-4	7	i	i	i
Cc1ccc(OCC(=O)N2CCCc3ccccc32)cc1	i	2	i	i	i	i	-5	-1	i	i	i
CC1CN(CC(=O)NN=C(c2ccccc2)c2ccccc2)CC(C)O1 (stereo not drawn)	i	9	i	i	i	i	-11	5	i	i	i
CCCCn1c(Oc2ccc(C(=O)OC)cc2)nc2c1c(=O)n(C)c(=O)n2C	i	5	i	i	i	i	-1	5	i	i	i
Cc1cc(C)n2nc(CNS(=O)(=O)c3ccc(CC(C)C)cc3)nc2n1	i	-3	i	i	i	i	-11	1	i	i	i
Cc1cc(Cl)ccc1OCC(=O)Nc1ccncc1	i	1	i	i	i	i	-11	-2	i	i	25*
COc1ccc(S(=O)(=O)n2nc(OC(=O)C3CCCCC3)cc2N)cc1	i	-1	i	i	i	i	-2	?	i	i	i
CCCCOc1ccc(C(=O)N/C(=C/c2cccc([N+](=O)[O-])c2)C(=O)O)cc1	i	8	i	i	i	i	-8	5	i	i	i
O=S(=O)(NCc1ccccn1)C(F)(F)F	i	-3	i	i	i	i	-15	5	i	i	i
Cc1nn(-c2ccccc2)c(Cl)c1C(=O)NC1CCCCC1	i	-3	i	i	i	i	-13	2	i	i	i
CC(C)CC(c1nnnn1CC1CCCO1)N1CCN(C2CCCC2)CC1 (stereo not drawn)	i	-3	i	i	i	i	-5	/	i	i	/
Cc1sc(=NC(=O)c2ccco2)n(C)c1-c1ccc(Cl)cc1	i	11	i	i	i	i	0	1	i	i	i
COc1ccc(S(=O)(=O)/N=C2\C=C(NS(=O)(=O)c3ccccc3)C(=O)c3ccccc32)cc1	i	?	i	i	i	6*	-7	2	i	i	i
Cn1c(N)c(Sc2ccc(F)cc2)c(=O)n(C)c1=O	i	-7	i	i	i	i	-4	1	i	i	i
O=C(c1ccccc1)C1CCN(C(=O)c2ccco2)CC1	i	-3	i	i	i	i	1	-1	i	i	i
COc1ccc(C(=O)NCCn2cc(SCC(=O)NCC3CCCO3)c3ccccc32)cc1 (stereo not drawn)	i	-2	i	i	i	i	-8	-4	i	i	i
O=C(NCC1COc2ccccc2O1)C1CCN(S(=O)(=O)c2cccc3nsnc23)CC1 (stereo not drawn)	i	-1	i	i	i	i	-3	-8	i	i	i
CCCc1nnc(NC(=O)c2nc(S(=O)(=O)Cc3cccc(C)c3)ncc2Cl)s1	i	3	i	i	i	i	-15	9	i	i	i
CC(C)Oc1ccc(C(=O)OCC(=O)NCCNC(=O)COC(=O)c2ccc(OC(C)C)cc2)cc1	i	-5	i	i	i	i	-8	-2	i	i	i
Cc1ccccc1C(=O)c1c[nH]c(C(=O)N=CN(C)C)c1	i	-6	i	i	i	i	-6	9	i	i	i
CC(C)C(NCc1c(Cl)cccc1Cl)C(=O)O (stereo not drawn)	i	3	i	i	i	i	-8	-1	i	i	i
Cc1cc(C)n(CC(C)NC(=O)c2cc(COc3ccc(F)c(F)c3)on2)n1 (stereo not drawn)	i	-5	i	i	i	i	-11	/	i	i	/
CCCSc1nnc2n(-c3ccccc3OC)c(=O)c3c4c(sc3n12)CCC4	i	0	i	i	i	i	-11	2	i	i	i
O=C(Cn1c(S(=O)(=O)Cc2ccccc2)nc2ccccc21)N1CCCCC1	i	-1	i	i	i	i	-10	-7	i	i	i
CO/N=C/C(C#N)=C/c1ccc(OC)cc1	i	/	i	i	i	i	-5	11	i	i	i
COc1ccc(NS(=O)(=O)c2cc(C(=O)N3CCN(C/C=C/c4ccccc4)CC3)ccc2C)cc1	i	0	i	i	i	i	-12	5	i	i	i
CC(C)CNC(=O)C(=O)N/N=C/c1cccs1	i	-2	i	i	i	i	-13	-3	i	i	i
COc1ccc(C(=O)N2CCOCC2)cc1Br	i	1	i	i	i	i	-14	3	i	i	i
CCN(CC)S(=O)(=O)c1ccc2c(c1)c(=O)c(C(=O)NCCN(C)CCc1ccccc1)cn2C	i	1	i	i	i	i	-11	3	i	i	i
COC(=O)CNC(=O)COc1ccccc1	i	2	i	i	i	i	-6	-7	i	i	i
Cc1ccc(-c2cc(C(=O)N3CCN(C(=O)c4ccco4)CC3)[nH]n2)cc1C	i	1	i	i	i	i	-5	3	i	i	i

The list continues:
SMILES	TMEM16A act	SKKanGAS inh	KCNK3 inh	KCNK9 inh	RGS4 inh	KCNQ1 block	hERG rescue	HDAC3 inh	KCNQ1 act	RGS4 pot	ANO1 block
CC(NC(=O)c1ccccc1Br)C1CC2CCC1C2 (stereo not drawn)	i	-11	i	i	i	i	-5	2	i	i	i
O=C1CN(C(=O)OCc2ccccc2)c2ccccc2N1	i	2	i	i	i	i	-1	6	i	i	i
Cc1cc(C(=O)N2CCOCC2)ccc1[N+](=O)[O-]	i	-1	i	i	i	i	-2	-4	i	i	i
COc1cc(C(=S)N2CCCCC2)ccc1OCC(=O)Nc1ccc(F)cc1	i	/	i	i	i	i	-9	-7	i	i	i
COc1ccc(-c2cc(C(=O)N3CCCCC3)c3ccccc3n2)cc1	i	-9	i	i	i	i	-10	-47	i	i	i
COc1ccc(/C=C(\C#N)C(=O)OCC(=O)NCc2ccco2)cc1	i	9	i	i	i	i	-2	0	i	i	i
CCOC(=O)c1csc(NC(=O)c2ccc(C#N)cc2)n1	i	3	i	i	i	i	-8	-2	i	i	i
Cc1noc(C)c1C(=O)NCCc1ccc(Cl)cc1	i	0	i	i	i	i	-11	1	i	i	i
O=C(c1cccc([N+](=O)[O-])c1)N1CCN(Cc2ccc3c(c2)OCO3)CC1	i	-1	i	i	i	i	-5	-5	i	i	i

Compound activity as filed in PubChem BioAssay.
